RGS4 inhibitor: human RGS4 inhibition; P49798; Transcreener GDP fluorescence polarization, RGS4-accelerated GTP hydrolysis; Potency, µM (series often up to 114 µM), without a hit: at the top dose activity change, negative = inhibition, actives largely listed as inhibitors; hit rate 0.039% among 390,000; note: potency is the fitted concentration of half-maximal effect; % is set by controls: 0 for no effect and ±100 for the full control effect; nearly all actives have a fitted effect of over 75% in size; some results filed as inactive show a strong effect at the top dose
Target sequence (P49798 whole entry, looked up): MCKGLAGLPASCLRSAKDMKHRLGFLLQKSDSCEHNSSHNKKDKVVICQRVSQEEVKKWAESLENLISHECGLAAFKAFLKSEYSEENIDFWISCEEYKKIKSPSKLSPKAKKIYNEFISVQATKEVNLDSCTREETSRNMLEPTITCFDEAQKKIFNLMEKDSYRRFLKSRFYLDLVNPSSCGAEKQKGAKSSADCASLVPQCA
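MLSMR compounds (23 nl, pin-transferred) preincubated 10 min at room temperature with a 500nM (2x) first reagent, then RGS4 at 900nM (2x) plus Transcreener GDP mix added; fluorescence polarization (620/688 nm) read before and after 90 min at 30 °C.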
12-LOX inh: ALOX12 (human) lipoxygenase inhibition; P18054; purified 12hLO, xylenol orange hydroperoxide absorbance; Potency, µM (series often up to 108 µM), for inactives: at the highest dose activity change, negative = inhibition, hits mostly inhibitors; hit rate 1.1% among 580,000; AID 1671190; note: potency is the fitted concentration of half-maximal effect; % is set by controls: 0 for no effect and ±100 for the full control effect
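Hydroperoxide product was detected by ferrous iron/xylenol orange as the 573 to 405 nm absorbance ratio. Arachidonic acid at 40 uM (final) was turned over for 30 min at room temperature by 150 nM human 12hLO, pH 7.0 Hepes buffer, after 15 min compound preincubation.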
ERG-DNA inh: inhibitors of human ERG Ets domain-DNA interaction. hit rate 0.028% among 370,000. AID 624246. fluorescence polarization, His-ERG Ets domain / labelled DNA. Potency, µM (highest dose often 76.9 µM), inactives show at the top dose FP activity, negative = inhibition, most hits filed as inhibitors; active = well fitted inhibition curve with a large enough effect in the polarisation, with a control signal flat; inconclusive = small, poorly fitted or top-dose-only effect, or effect the other way, or a change in a side signal; inactive = no such curve, though single readings can be large or run the other way; the % refers to the polarisation;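 note: polarization taken with two DNA probes labelled with fluorescein and Texas red; potency is the fitted concentration of half-maximal effect; % of control where 0% means no effect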
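His-tagged ERG Ets domain (1 uM in the protein solution; 300mM KCl, 50mM Tris-HCl, 1mM EDTA, 1mM DTT, pH 7.5) received compound, then a probe mix of 5 nM fluorescein-DNA and 100nM Texas-615-DNA. Fluorescence polarization was read for both dyes.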
D2 antagonist: D2 dopamine receptor (human) antagonism; P14416; HEK293 TREx D2 cells, calcium flux, dopamine EC80; inhibition, % at 10 µM; hit rate 2% among 340,000; AID 485344; in the data active = inhibition above about 30%; note: 0% is about no effect
Target sequence (P14416 whole entry, looked up): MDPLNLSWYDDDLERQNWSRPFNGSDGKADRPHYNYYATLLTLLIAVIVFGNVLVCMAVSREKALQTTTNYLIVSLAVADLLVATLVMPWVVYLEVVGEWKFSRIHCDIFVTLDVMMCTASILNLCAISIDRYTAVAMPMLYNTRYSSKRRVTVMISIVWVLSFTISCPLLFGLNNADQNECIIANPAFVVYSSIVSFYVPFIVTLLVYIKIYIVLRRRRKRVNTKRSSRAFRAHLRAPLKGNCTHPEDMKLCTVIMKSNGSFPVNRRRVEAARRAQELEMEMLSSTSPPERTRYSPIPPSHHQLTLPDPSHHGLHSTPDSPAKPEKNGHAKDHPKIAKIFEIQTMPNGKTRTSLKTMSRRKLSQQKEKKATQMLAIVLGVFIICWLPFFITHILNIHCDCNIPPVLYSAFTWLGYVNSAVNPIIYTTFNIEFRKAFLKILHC
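Antagonism is scored as inhibition of an EC80 dopamine-evoked calcium signal in a force-coupled, tetracycline-inducible HEK293 T-REx D2 line, with compound present 180 s before agonist.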
Vif-A3G inh: Vif-A3G binding inhibition; Q9HC16; HeLa A3G-eYFP + Vif (tagged APOBEC3G with the HIV-1 protein that degrades it), YFP fluorescence, overnight; Potency, µM (doses to about 46.1 µM), for inactives: at the highest dose activity, negative = active, usual class: inhibitors; hit rate 0.076% among 410,000; AID 602310;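 note: potency is the fitted concentration of half-maximal effect; % is set by controls: 0 for no effect and ±100 for the full control effect; nearly all actives have a fitted effect of over 60% in size; hits raise eYFP signal because A3G escapes Vif-driven loss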
Target sequence (Q9HC16 whole entry, looked up): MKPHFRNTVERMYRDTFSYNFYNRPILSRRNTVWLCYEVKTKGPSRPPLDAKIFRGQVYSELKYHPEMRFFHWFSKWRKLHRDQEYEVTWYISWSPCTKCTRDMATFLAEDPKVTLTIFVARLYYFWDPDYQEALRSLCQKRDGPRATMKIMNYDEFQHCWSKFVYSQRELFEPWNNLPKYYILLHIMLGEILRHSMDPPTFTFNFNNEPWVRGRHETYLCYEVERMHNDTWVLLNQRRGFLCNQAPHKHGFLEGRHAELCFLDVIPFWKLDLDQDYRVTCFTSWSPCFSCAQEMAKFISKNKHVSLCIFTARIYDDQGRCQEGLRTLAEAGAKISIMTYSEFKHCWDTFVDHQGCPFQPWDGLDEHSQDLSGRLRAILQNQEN
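HeLa cells stably expressing Vif and C-terminally eYFP-tagged A3G, seeded overnight at 37 deg C, then exposed to compound by pintool overnight at 37 deg C. Rise in yellow fluorescence (Ex 488/Em 500-530, Acumen) marks blocked Vif-driven A3G degradation.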
D2 ag: D2 dopamine receptor (human) agonism. P14416. HEK293 T-REx D2 cells, calcium flux agonist mode. activation, % at 2 µM. hit rate 0.53% among 340,000. AID 485358;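 active = activation over 3 SD above normal in the single-dose calcium agonist read, cut at about 30% in these data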; note: 0% is about no effect
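Agonism is scored from calcium flux in a force-coupled, inducible HEK293 cell line expressing D2, read kinetically for 180 s after compound addition against dopamine controls.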
GRP78 ERSR act: ER stress response induction in glioma; U87-MG GRP78 promoter luciferase reporter, 16 h; Potency, µM, for inactives: top-dose activation, usual class: activators; hit rate 0.02% among 420,000; note: potency is the fitted concentration of half-maximal effect; series mostly up to about 76 µM; % of control where 0% means no effect; nearly all actives have a fitted effect of over 35% in size
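ERSR induction read as luciferase luminescence (Bright-Glo, 10 min at room temperature) in stably transfected human U87-MG glioma cells exposed to compounds for 16 h, using GRP78 as sensor.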
Vif-APOBEC3F blk: blocks the Vif interaction with APOBEC3F. Potency, µM (top dose mostly 46.1 µM), inactives show at the highest dose activity, negative = active. hit rate 0.2% among 390,000. HeLa A3F-eYFP + Vif (tagged APOBEC3F with the HIV-1 protein that degrades it), YFP fluorescence increase. AID 602313; note: potency is the fitted concentration of half-maximal effect; % of control where 0% means no effect; nearly all actives have a fitted effect of over 65% in size
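HeLa cells stably expressing A3F-eYFP plus Vif, plated and incubated overnight at 37 deg C, then exposed to compounds overnight at 37 deg C. Blocked degradation read as raised yellow fluorescence (Ex 488/Em 500-530).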
LDHA block: inhibitors of human lactate dehydrogenase A; purified LDHA, NADH/diaphorase-resazurin fluorescence; hits give low values; activity change, % (values are at about 110 or 230 µM); hit rate 0.15% among 480,000; AID 1347041; in the data active = activity change below about -30%; inconclusive = mostly about -25% to -30%;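 note: plate controls were DMSO wells for no effect and wells without enzyme for full effect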
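Human LDH5 at 2 nM final in Tris HCl pH 7.4 with 0.06 mM NADH and 0.2 mM pyruvate, reacted 5 minutes at room temperature. Remaining NADH coupled via diaphorase/resazurin; resorufin fluorescence read at 0 and 20 minutes, normalized to enzyme-free and DMSO wells.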
Numbers without * were called inactive; i = inactive; ? = inconclusive; / = no result given; & = joins results of further samples; [ ] = another dose, or the depositor's remark. Unless noted, calls come from the whole dose curve; as a rule, active = well fitted curve in the direction sought with a large enough effect; inconclusive = small, poorly fitted or top-dose-only effect, or another doubt; inactive = no such curve, though single readings can be large; an effect the other way counts as inactive or inconclusive. These rows are one share of the data, so the mix of outcomes need not match the whole.

SMILES	RGS4 inhibitor	12-LOX inh	ERG-DNA inh	D2 antagonist	Vif-A3G inh	D2 ag	GRP78 ERSR act	Vif-APOBEC3F blk	LDHA block
CN(c1ccc(O)cc1)S(=O)(=O)c1ccc2ccccc2c1	19%	?	2%	-17	-18%	-0.4	1%	9%	-9
COc1ccc(OC)c(-n2c(SC)nnc2-c2c[nH]c3ccccc23)c1	-13%	6%[57.4 µM]	-3%	-9	-4%	-0.2	-1%	8%	1
Cc1ccc(NC(=O)NC(=O)CSc2nnc(-c3ccc(Cl)cc3Cl)n2N)c(C)c1	-13%	-12%	3%	5	-1%	2.3	-2%	5%	1
NNc1nc2c(F)cccc2s1	-22%	?	/	-2	-8%	1.2	-2%	1%	-3
COc1ccc(C(=O)NC(=S)NNC(=O)c2c(-c3ccccc3)noc2C)cc1OC	-16%	?	4%	-3	-7%	6.6	-2%	3%	-2
CC12CCC(=O)N1C(C(=O)N1CCN(S(=O)(=O)c3ccc(Br)cc3Cl)CC1)CS2 (configuration not stated)	-4%	-27%	9%	6	1%	0.1	1%	0%	-6
COc1cccc(-c2nc(-c3ccc(NC(=O)c4cccnc4)cc3)no2)c1	-31%	4%	9%	0	1%	-0.7	-2%	-11%	-4
O=C(CSc1ncc(C(F)(F)F)cc1Cl)N1CCN(S(=O)(=O)c2ccc3ccccc3c2)CC1	?	0%	-1%	-9	0%	1.4	-2%	-10%	-12
O=C(Nc1ccc(Cl)c(Cl)c1)C1CC(=O)N(c2ccc(Br)cc2)C1 (configuration not stated)	-20%	?	/	/	1%	/	-3%	2%	-1
Cc1sc2c(c1C)c(=O)n(-c1ccccc1)c1nncn21	0%	13%	4%	0	2%	0.4	0%	-6%	-9
CSc1nc2sc3c(c2c(=O)[nH]1)CCC(C)C3 (configuration not stated)	5%	10%	0%	-7	0%	0.7	3%	-1%	-6
O=C(NCc1ccccc1Cl)c1ccc(-n2cnc3cccnc32)cc1	-11%	-3%	-1%	/	1%	/	0%	4%	-16
O=C(Nc1ccccc1N1CCCCC1)c1cccc(OC(F)F)c1	3%	-1%	1%	29	0%	0.0	-3%	3%	-8
CC(C)=CC1C(C(=O)Nc2ccc(Br)cn2)C1(C)C (configuration not stated)	-9%	0%	4%	-7	-16%	0.4	1%	-2%	1
CCOc1cc(/C=N/Nc2nc(N3CCCC3)nc(N3CCCC3)n2)ccc1O	2%	-16%	7%	-39	0%	-0.8	-5%	0%	2
CCOC(=O)C1(CCOc2ccccc2)CCN(Cc2ccncc2)CC1	15%	-4%	1%	-3	-1%	-0.6	-8%	-1%	-2
CCOc1ccc(CCNC(=O)c2ccc(S(=O)(=O)N3CCCC3)cc2)cc1OCC	-5%	4%	-18%	5	1%	1.2	0%	-18%	-2
Cc1oc(-c2ccccc2Cl)nc1CS(=O)CC(=O)NCc1ccc(Cl)cc1 (configuration not stated)	14%&-15%	-25%&1%	12%&7%	-21	-1%&-2%	0.2&0.2	-3%&-2%	1%&2%	-1&-7
CCOC(=O)c1ccc(N2CN(CCc3ccccc3)CNC2=S)cc1	-27%	45µM*	10%	-15	0%	6.8	-2%	-31%	-6
CCn1c(SCC(=O)NCCc2ccccc2)nnc1-c1cccs1	-7%	-20%	0%	-4	-1%	-0.4	-3%	-7%	2
Cn1c(=O)c2c(nc(NCCCCO)n2Cc2ccccc2Cl)n(C)c1=O	22%	-6%	2%	/	0%	-1.2	-2%	-3%	-8
CC(=O)c1cccc(NC(=O)Cn2c(=O)c(CNc3ccc(C)cc3)cc3cc4c(cc32)OCCO4)c1	9%	111%[activator]	2%	/	-1%	3.7	-1%	-29%	2
CCOC(=O)C1CCCN(S(=O)(=O)c2ccc(F)c(C(=O)Nc3ccc(F)c(F)c3)c2)C1 (configuration not stated)	12%&24%	-28%&-25%	3%	27	8%&1%	0.9	-2%&-1%	0%&-13%	-4&-7
Cc1ccc(N(NC(=O)C(C)(C)O)C(=O)c2ccccc2)cc1C	-43%	-3%	4%	-5	1%	-0.2	-4%	-5%	-4
COC(=O)C1=CN(c2ccc(F)cc2)C=C(C(=O)OC)C1c1cccc([N+](=O)[O-])c1	9%	0%	-9%	-6	-1%	-0.9	-4%	0%	-3
CC(C)(C)c1nnc(NC(=O)CCn2cnc3ccccc3c2=O)s1	-12%	1%	-23%	-2	-1%	-1.8	-4%	-12%	-4
CCOc1ccc2ccccc2c1/C=N/NC(=O)c1ccc(C)nc1	-5%	0%	10%	28	-7%	-2.9	-2%	3%	-4
CC1CCCCN1CCNC(=O)c1ccc2c(c1)N(Cc1cccc(Cl)c1)C(=O)c1ccccc1S2=O (configuration not stated)	-7%[11.4 µM]	?	4%	/	3%	/	-2%	0%	-1
O=c1cc(-c2ccco2)oc2c1ccc1ccccc12	-15%	-4%	-13%	7	0%	1.1	-2%	-6%	-7
CCOC(=O)COc1c(OC)cc(Cl)cc1C1NC(=O)NC(C)=C1C(C)=O (configuration not stated)	11%	-12%	-20%	2	0%	0.0	-5%	0%	-6
CCCC1S/C(=N/N=C/c2cccs2)NC1=O (configuration not stated)	-1%[11.4 µM]	-24%	-3%	-7	-1%	1.2	-1%	1%	-11
Cc1cc(NC(=O)c2ccc(C#N)cc2)n(-c2ccccn2)n1	-17%	0%	4%	-22	3%	1.1	-1%	-23%	-4
Cc1ccc(C)c(NC(=O)N2CCCCCC2)c1	12%	-2%	-13%	2	2%	0.6	3%	1%	-1
Cc1ccc([C@H]2C(C(=O)O)=CC[C@@H](c3ccc(Cl)cc3)N2S(=O)(=O)c2ccc(C)cc2)cc1	-16%	-60%	-7%	/	-7%	/	2%	-21%	7
COCCNC(=O)C(=O)NCC1OCCN1S(=O)(=O)c1cc(F)ccc1F (configuration not stated)	-3%	i	4%	/	0%	/	6%	1%	-1
C=CCn1ccc(O)c(Cc2ccc(Cl)cc2)c1=O	7%	0%	1%	3	-2%	0.3	-4%	1%	-8
Cc1ccc(S(=O)(=O)N2CCN(c3ccccn3)CC2)cc1	1%	0%	-28%	-9	-5%	-1.9	-2%	6%	-2
CCC(C(=O)NCc1ccccc1Cl)n1nc(C)c2sc3ccccc3c2c1=O (configuration not stated)	11%	-18%	2%	/	-3%	-1.8	-3%	-4%	-7
CCOC(=O)C(Cc1ccccc1)NC(=O)Cn1nnc(-c2ccc(C)cc2)n1 (configuration not stated)	7%	-23%	1%	/	/	-0.1	/	/	-7
CCCCOc1ccc(C(=O)N/C(=C\c2ccc([N+](=O)[O-])cc2)C(=O)OCc2ccco2)cc1	-26%	-17%	-1%	7	0%	25	-3%	-1%	0
O=C(Nc1c(C(=O)N2CCC(N3CCCCC3)CC2)oc2ccccc12)c1ccc(F)cc1	5%	22%	-3%	3	-1%	1.8	-3%	-20%	-2
CC(C)c1nnc(NC(=O)COC(=O)/C=C/c2ccc([N+](=O)[O-])cc2)s1	-6%	5%	9%	2	4%	-0.5	-3%	-6%	-1
CC(C)CC(CC(C)C)=NNC(=O)c1ccc2c(c1)OCO2	-17%	0%	0%	1	0%	-0.5	-1%	-27%	-2
CCC(CC)C(=O)Nc1cccc(-c2nc3ncccn3c2C)c1	-12%	-26%	0%	/	-9%	-3.1	-2%	8%	0
Cc1ccc(-n2ncc3c(=O)n(-c4ccc(C)c(C)c4)c(C)nc32)cc1	18%	0%	-1%	-15	3%	0.4	-2%	/	-5
COCCn1c(SCC(=O)c2c[nH]c3ccccc23)nc2cc(C(=O)NCC(C)C)ccc2c1=O	-2%	2%	11%	/	-1%	0.8	-3%	1%	-7
OCCN1CCN(c2nc3ccccc3nc2-c2ccccc2)CC1	14%	-15%	-11%	6	0%	1.9	-4%	-9%	-3
COc1cccc(-n2c(=O)c3c(C)c(C)sc3n(CC(=O)NCCc3ccc(OC)c(OC)c3)c2=O)c1	1%	-20%	1%	/	/	/	/	/	-2
NC(=O)c1c(NC(=O)CN2CCOCC2)sc2c1CCC2	-5%	-2%	0%	-20	0%	0.0	3%	5%	-5
Cc1cc(C)c(C(O)c2ncc(-c3ccccc3C)[nH]2)c(C)c1 (configuration not stated)	/	5%	/	/	-5%	/	-2%	/	-15

(cont.)
SMILES	RGS4 inhibitor	12-LOX inh	ERG-DNA inh	D2 antagonist	Vif-A3G inh	D2 ag	GRP78 ERSR act	Vif-APOBEC3F blk	LDHA block
O=C(CSc1ncn(-c2ccccc2)n1)Nc1ccc(Br)cn1	-22%	?	5%	-2	1%	-0.3	0%	-7%	0
CCOC(=O)C(CC)Sc1nnc(COc2ccc(C)cc2)n1-c1ccccc1 (configuration not stated)	-25%	3%	-2%	9	-9%	-0.3	-6%	-3%	1
CCSc1nc(O)c(C2OC(=O)c3c2ccc(OC)c3OC)c(=O)n1-c1ccccc1 (configuration not stated)	5%	0%	-2%	11	-15%	0.5	-2%	0%	3
CCOc1ccc(S(=O)(=O)NCc2ccc(C)cc2)c2cccnc12	-6%	13%	-5%	6	-5%	-2.1	-5%	4%	-3
CCC1CCc2nc3sc(C(=O)Nc4ccc(C)cc4)c(N)c3cc2C1 (configuration not stated)	22%	-14%	1%	/	/	0.7	/	/	-2
COc1ccccc1NC(=O)c1ccc(NS(=O)(=O)c2ccc(F)c(Cl)c2)cc1	23%	-20%	-21%	13	1%	16	-5%	-1%	-10
Cc1cc(C)c(S(=O)(=O)N2CCCc3ccccc32)c(C)c1	-7%	?	6%	4	-5%	-0.3	-1%	-29%	-3
